GDH-TPI counter: inhibits GDH-TPI coupling enzymes, artifact for Mtb FBA screen; hit rate 1.2% among 360,000; GDH-TPI coupled enzyme counterscreen, NADH absorbance; AID 588335; inhibition, % at 4.8 µM; in the data active means inhibition above about 30%;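 further: 0% = DMSO wells and 100% = wells lacking the enzyme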
Rv3671c inh: Rv3671c (M. tuberculosis) protease inhibition; hit rate 0.048% among 320,000; inhibition, % at 5.96 µM; AID 2606; P9WHR9; in the data active means inhibition above about 38%;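 further: extracellular domain of Rv3671c used as enzyme; 0% = enzyme with DMSO and 100% = no enzyme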
Target sequence (P9WHR9 whole entry, looked up, the tested form may be a part): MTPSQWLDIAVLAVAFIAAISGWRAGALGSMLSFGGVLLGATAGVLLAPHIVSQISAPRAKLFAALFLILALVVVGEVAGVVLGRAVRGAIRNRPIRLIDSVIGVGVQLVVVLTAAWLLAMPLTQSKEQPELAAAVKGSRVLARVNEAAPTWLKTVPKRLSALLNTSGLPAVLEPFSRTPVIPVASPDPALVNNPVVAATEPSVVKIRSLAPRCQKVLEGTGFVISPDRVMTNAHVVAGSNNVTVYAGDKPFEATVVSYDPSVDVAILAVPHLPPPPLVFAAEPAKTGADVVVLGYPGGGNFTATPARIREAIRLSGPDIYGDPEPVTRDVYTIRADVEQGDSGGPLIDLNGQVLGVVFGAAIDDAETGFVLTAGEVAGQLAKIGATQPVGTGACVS
SARS 3CLpro inh: SARS-CoV 3CLpro protease inhibition. P0C6X7. recombinant SARS-CoV 3CLpro, quenched FRET peptide cleavage. inhibition, % at 6 µM. hit rate 0.14% among 290,000. AID 1706; in the data active means inhibition above about 12%
BioA inh: inhibitors of Mycobacterium tuberculosis BioA enzyme; hit rate 0.096% among 360,000; purified M. tuberculosis BioA enzyme, plate reader; inhibition, % at 9.99 µM; in the data active means inhibition above about 40%
SSB-PriA inh: blocks PriA binding to SSB C-terminal tail; inhibition, % at 33 µM; hit rate 0.6% among 430,000; AlphaScreen SSBct-PriA binding, biotinylated peptide; in the data active means inhibition mostly above about 37%, no sharp cut-off; inactive means mostly below about 20%;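 further: plate controls were negative control peptide for no effect and reference peptide for full effect; strong numbers were not always called active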
MazEF act: MazEF (E. coli) toxin RNase activation | P0AE70 | FAM/BHQ RNA-DNA oligo cleavage fluorescence, 5 h | activation, % at 20 µM | hit rate 0.32% among 350,000; in the data active means activation above about 50%
Target sequence (P0AE70 whole entry, looked up): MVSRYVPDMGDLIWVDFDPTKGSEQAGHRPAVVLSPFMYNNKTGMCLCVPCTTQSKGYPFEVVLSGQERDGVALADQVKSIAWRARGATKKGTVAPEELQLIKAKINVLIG
Vc quorum ag: inducers of Vibrio cholerae quorum light production without autoinducers; activation, % at 18.7 µM; V. cholerae BH1578 lux reporter, luminescence, 6 h; hit rate 0.16% among 350,000; AID 588436; in the data active means activation mostly above about 9.7%, no sharp cut-off; further: not every result past the cut was called active; inactives centre near 0; reference of the scale not given here
UGM FP inh: inhibitors of M. tuberculosis UDP-galactopyranose mutase | hit rate 0.06% among 320,000 | inhibition, % at 10 µM | AID 504406 | purified UGM, fluorescence polarization probe displacement; in the data active means inhibition above about 10%, passing the limit was not always enough
Target sequence (P9WIQ1 whole entry, looked up): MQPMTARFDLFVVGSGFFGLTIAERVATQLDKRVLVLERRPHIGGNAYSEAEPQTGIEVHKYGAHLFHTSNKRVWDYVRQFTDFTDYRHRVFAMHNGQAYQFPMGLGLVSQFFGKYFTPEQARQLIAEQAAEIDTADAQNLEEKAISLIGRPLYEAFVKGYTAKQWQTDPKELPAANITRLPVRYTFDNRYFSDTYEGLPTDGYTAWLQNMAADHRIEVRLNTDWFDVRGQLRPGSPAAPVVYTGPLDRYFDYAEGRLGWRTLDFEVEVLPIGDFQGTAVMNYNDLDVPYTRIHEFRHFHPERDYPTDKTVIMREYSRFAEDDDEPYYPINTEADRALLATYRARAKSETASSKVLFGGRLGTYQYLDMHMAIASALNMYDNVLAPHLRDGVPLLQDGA
Mtb FBA inh: Mtb fructose-bisphosphate aldolase inhibition; P9WQA3; purified M. tuberculosis FBA, fluorescence read-out; inhibition, % at 1 µM; hit rate 2.3% among 360,000; in the data active means inhibition above about 27%;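 further: 0% = vehicle and 100% = reference inhibitor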
VHR inh abs: DUSP3 (human) phosphatase inhibition | inhibition, % at 13.3 µM | recombinant VHR phosphatase, pNPP absorbance | hit rate 0.52% among 290,000 | AID 1654 | P51452; in the data active means inhibition above about 50%; further: some compounds called inactive have numbers as strong as hits
Target sequence (P51452 whole entry, looked up): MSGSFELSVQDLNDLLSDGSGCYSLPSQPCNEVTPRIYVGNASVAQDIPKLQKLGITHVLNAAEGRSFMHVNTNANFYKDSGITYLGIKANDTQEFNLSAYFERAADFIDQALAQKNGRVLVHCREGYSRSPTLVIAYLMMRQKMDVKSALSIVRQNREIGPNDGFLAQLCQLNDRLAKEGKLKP
Starred values were filed as active, the others as inactive; i = inactive; · = no result given. Not all compounds are listed; count on the stated rates, not on these rows.

Screens by letter – A = GDH-TPI counter; B = Rv3671c inh; C = SARS 3CLpro inh; D = BioA inh; E = SSB-PriA inh; F = MazEF act; G = Vc quorum ag; H = UGM FP inh; I = Mtb FBA inh; J = VHR inh abs
O=C(COc1ccccc1C(=O)NCC1CCCO1)Nc1ccc(Cl)cc1Cl (centres undefined)
  A: 21; B: 1; C: 4; D: -0.4; E: -5; F: -9; G: -0.3; H: -1.8; I: 2; J: 13
N#C/C(=C\c1cccnc1)C(=O)Nc1ccc(O)cc1F
  A: 5; B: 11; C: 5; D: 2.0; E: -15; F: 2; G: i; H: -0.2; I: 1; J: 20
Cc1cccc(/C=N/c2sc3c(c2C(=O)OC(C)(C)C)CCN(C)C3)c1O
  A: 5; B: 3; C: -2; D: ·; E: ·; F: 1; G: -0.9; H: 0.2; I: 1; J: 38
COCC(=O)N=Nc1c(O)[nH]c2ccccc12
  A: 18; B: 0; C: -1; D: 0.5; E: -13; F: 2; G: -0.2; H: -3.9; I: -6; J: 4
O=C(O)c1ccc(Cn2cnc3sc4c(c3c2=O)CCCC4)cc1
  A: 1; B: 12; C: 4; D: -1.3; E: 3; F: 6; G: -0.3; H: 0.2; I: 1; J: 14
CCn1ccnc1C(O)c1cccc2ccccc12 (centres undefined)
  A: -7; B: ·; C: 5; D: -0.6; E: 0; F: -1; G: i; H: 2.3; I: 2; J: 9
CCCCCCC(C)n1[nH]c(=O)c2c(C)cc(=O)[nH]c21 (centres undefined)
  A: 3; B: -5; C: 3; D: -0.4; E: -14; F: -2; G: 0.4; H: 0.5; I: 6; J: 13
Cc1ccc(COn2c(-c3ccc(Cl)cc3)nc3ccc([N+](=O)[O-])cc32)cc1
  A: 18; B: -2; C: -6; D: 0.3; E: 14; F: 1; G: -0.3; H: -3.8; I: 0; J: 7
COc1ccc(NC(=O)C2C(=O)N(C)C3(C)CC2c2ccccc2O3)cc1 (centres undefined)
  A: 1; B: 6; C: -2; D: ·; E: -17; F: 0; G: -0.3; H: 0.2; I: -4; J: 26
CCCCCC(O)CCC(=O)NNC1=CC(=O)CC(C)(C)C1 (centres undefined)
  A: -1; B: -7; C: -1; D: ·; E: -6; F: 7; G: -0.4; H: 1.2; I: 5; J: 1
CC(C)(C)c1ccc(NC(=S)NCc2cccs2)cc1
  A: -6; B: -4; C: 0; D: ·; E: -1; F: 1; G: -1.1; H: -1.3; I: -1; J: 2
COc1ccc(C(=O)CSc2nccc(=O)[nH]2)cc1
  A: -5; B: 0; C: 1; D: 0.1; E: -15; F: 4; G: 3.2; H: -1.4; I: -5; J: -17
S=C(c1ccc(-c2ccccc2Cl)o1)N1CCOCC1
  A: 19; B: 2; C: 4; D: 0.6; E: 48; F: -5; G: -5.0; H: 0.0; I: 1; J: 22
O=C(Nc1ccc2c(c1)OCCO2)c1coc2ccccc2c1=O
  A: 15; B: -2; C: 1; D: ·; E: 2; F: 13; G: -0.2; H: 2.6; I: -2; J: 13
CCCS(=O)(=O)Nc1ccc2cn[nH]c2c1
  A: -2; B: 1; C: 7; D: -0.5; E: -7; F: 10; G: i; H: -0.1; I: 1; J: 0
Cc1ccc(S(=O)(=O)N2CCC(C(=O)NNC(=O)c3ccc(F)cc3)CC2)cc1
  A: 2; B: 1; C: 0; D: ·; E: -10; F: 10; G: -0.2; H: -2.4; I: 0; J: 33
COc1cc(S(=O)(=O)Nc2cccnc2)ccc1F
  A: -3; B: -6; C: -1; D: -3.1; E: -6; F: 9; G: 2.6; H: 0.6; I: 4; J: -4
c1ccc2c3c([nH]c2c1)CCNC3
  A: 8; B: -8; C: 1; D: 0.3; E: 11; F: 5; G: 1.2; H: -0.4; I: 2; J: 27
CCOC(=O)c1cc(C#N)c(N2CCCCC2)nc1-c1ccccc1
  A: 11; B: -1; C: 4; D: 0.5; E: -42; F: 2; G: 0.3; H: 1.0; I: 17; J: ·
CCOc1nc(N2CCCCC2)nc(-n2cc(-c3ccccc3)nn2)n1
  A: 7; B: -5; C: -4; D: -1.5; E: -6; F: 11; G: -1.3; H: 0.2; I: 4; J: 21
O=C(C1CCCCC1)N1CCN(c2ccccc2F)CC1
  A: 4; B: 1; C: 2; D: 2.9; E: -16; F: 8; G: -2.9; H: -0.7; I: -2; J: 11
COc1ccc(N(CC(=O)NC2CCCCC2)C(=O)CCC(=O)Nc2nc(C)cs2)cc1OC
  A: -4; B: -2; C: 5; D: ·; E: -13; F: -27; G: 1.2; H: 0.1; I: 3; J: 25
Cc1ccc(Nc2c(-c3ccc(C)o3)nc3ncccn23)cc1
  A: 1; B: 5; C: -1; D: ·; E: 3; F: -5; G: i; H: 5.5; I: 1; J: 17
CC(=O)N1CCc2cc(S(=O)(=O)NCC(=O)NCc3ccccc3Cl)ccc21
  A: 4; B: 10; C: -1; D: 0.2; E: 2; F: 5; G: -0.8; H: -0.4; I: 0; J: 18
Cc1ccc2c(CN3CCCCC3)cc(=O)oc2c1C
  A: 3; B: -6; C: -8; D: 0.5; E: -3; F: 11; G: i; H: -2.3; I: -1; J: 28

Reprinted from above, four compounds:
Screens by letter – A = GDH-TPI counter; B = Rv3671c inh; C = SARS 3CLpro inh; D = BioA inh; E = SSB-PriA inh; F = MazEF act; G = Vc quorum ag; H = UGM FP inh; I = Mtb FBA inh; J = VHR inh abs
COc1ccc(N(CC(=O)NC2CCCCC2)C(=O)CCC(=O)Nc2nc(C)cs2)cc1OC
  A: -4; B: -2; C: 5; D: ·; E: -13; F: -27; G: 1.2; H: 0.1; I: 3; J: 25
Cc1ccc(Nc2c(-c3ccc(C)o3)nc3ncccn23)cc1
  A: 1; B: 5; C: -1; D: ·; E: 3; F: -5; G: i; H: 5.5; I: 1; J: 17
CC(=O)N1CCc2cc(S(=O)(=O)NCC(=O)NCc3ccccc3Cl)ccc21
  A: 4; B: 10; C: -1; D: 0.2; E: 2; F: 5; G: -0.8; H: -0.4; I: 0; J: 18
Cc1ccc2c(CN3CCCCC3)cc(=O)oc2c1C
  A: 3; B: -6; C: -8; D: 0.5; E: -3; F: 11; G: i; H: -2.3; I: -1; J: 28

Later entries.
Screens by letter – A = GDH-TPI counter; B = Rv3671c inh; C = SARS 3CLpro inh; D = BioA inh; E = SSB-PriA inh; F = MazEF act; G = Vc quorum ag; H = UGM FP inh; I = Mtb FBA inh; J = VHR inh abs
CCOC(=O)C1=C(COC(=O)CCc2ccccc2)NC(=O)NC1C (centres undefined)
  A: 3; B: -4; C: ·; D: 0.2; E: -6; F: 4; G: -7.1; H: 1.0; I: 0; J: ·
O=C(CNS(=O)(=O)c1ccccc1F)NNC(=O)c1ccc(Br)cc1
  A: 11; B: ·; C: ·; D: ·; E: -3; F: -17; G: i; H: ·; I: 4; J: ·
COc1ccc(N2CCN(CC(=O)Nc3cccc(S(=O)(=O)N4CCOCC4)c3)CC2)cc1
  A: 4; B: 10; C: 4; D: ·; E: 3; F: -1; G: i; H: 1.0; I: 1; J: 0
Cc1cc(NC(=O)CCC(=O)N(c2ccc(F)cc2)C(C(=O)NC2CCCC2)c2ccc(C)o2)no1 (centres undefined)
  A: 4; B: 5; C: 4; D: -2.5; E: -2; F: -5; G: -0.2; H: 0.6; I: -3; J: 26
CCN(CCCNC(=O)CCc1nc(-c2ccc(C)cc2)no1)c1cccc(C)c1
  A: 3; B: 5; C: -2; D: -0.9; E: -7; F: -3; G: -0.3; H: -1.9; I: 0; J: 27
S=C(NCCc1ccccc1)Nc1c(Cl)cccc1Cl
  A: 0; B: -9; C: 9; D: ·; E: -3; F: 3; G: i; H: 3.1; I: 3; J: ·
N#Cc1c(NC(=O)c2cc(C3CC3)on2)sc2c1CCC2
  A: 34*; B: 2; C: ·; D: -0.6; E: -8; F: -7; G: i; H: 3.5; I: 1; J: -20
O=C1CC(SCc2nc3ccccc3[nH]2)C(=O)N1c1cccc(F)c1 (centres undefined)
  A: -7; B: -4; C: -4; D: -1.1; E: -6; F: 11; G: -5.9; H: 1.2; I: 3; J: -11
S=C(NCc1ccccc1)NC1CCCc2ccccc21 (centres undefined)
  A: -2; B: 8; C: 8; D: ·; E: -22; F: 11; G: -0.5; H: 0.3; I: -3; J: 32
CCC1(c2ccc(F)cc2)NC(=O)N(CC(=O)Nc2cc(C)on2)C1=O (centres undefined)
  A: -5; B: -5; C: ·; D: 0.2; E: -7; F: -1; G: -3.1; H: ·; I: -1; J: ·
COC(=O)C1C(=O)NC(SC)=C(C#N)C1c1ccccc1 (centres undefined)
  A: -8; B: -3; C: -3; D: 0.7; E: -8; F: 4; G: -1.4; H: 3.6; I: -3; J: 4
CC1c2cccn2CCN1S(=O)(=O)c1ccc(F)cc1 (centres undefined)
  A: -2; B: -6; C: ·; D: -1.6; E: -3; F: 0; G: -5.7; H: -1.7; I: -2; J: ·
CCc1nc2ccccc2c(C(=O)OCC(=O)NC(=O)c2cccn2C)c1C
  A: 10; B: -17; C: 4; D: -0.1; E: -1; F: 0; G: i; H: 1.6; I: 0; J: 10
Cc1cc(C(=O)OCC(=O)Nc2ccc(S(N)(=O)=O)cc2)c2ccccc2n1
  A: 7; B: -6; C: -3; D: ·; E: -3; F: 2; G: -0.2; H: 0.7; I: 4; J: 19
COc1ccc(-c2csc(-c3ccc(C(=O)O)cc3)n2)cc1
  A: 22; B: -4; C: 3; D: ·; E: -16; F: 4; G: i; H: 5.2; I: 49*; J: 4
Nc1nonc1-n1nnc(C(=O)N/N=C/c2ccc(F)cc2)c1-c1ccc2c(c1)OCO2
  A: 10; B: -7; C: 0; D: -0.5; E: ·; F: -1; G: -0.1; H: -2.4; I: -1; J: -18
Cc1ccc(NC(=O)C(NCc2ccccn2)c2ccccc2)cc1 (centres undefined)
  A: 0; B: 5; C: 3; D: ·; E: 0; F: -2; G: -1.3; H: -4.9; I: 1; J: 8
CC(NC(=O)COC(=O)C1CCN(c2ccc(C(F)(F)F)cn2)CC1)c1ccc(Br)cc1 (centres undefined)
  A: -4; B: -6; C: 4; D: -1.6; E: -21; F: -13; G: 0.6; H: 2.2; I: 2; J: -6
O=C(c1ccc2ccccc2n1)N(CCO)Cc1ccccc1
  A: 3; B: 8; C: 3; D: -0.9; E: 1; F: -1; G: -0.3; H: 1.8; I: 1; J: 8
CC1(C)CC2(CC(C)(C)N1)OC(=O)N1CCc3ccccc3C12C (centres undefined)
  A: 7; B: 10; C: -2; D: -1.6; E: -3; F: 5; G: -0.2; H: 0.3; I: 4; J: 30
O=C(COC(=O)CNC(=O)c1cccc(Br)c1)Nc1nnc(-c2ccccc2)o1
  A: 8; B: -2; C: ·; D: -2.0; E: -19; F: 8; G: -0.4; H: -0.6; I: 0; J: ·
COc1ccc(CCNC(C)=O)cc1
  A: -6; B: 1; C: 1; D: 0.4; E: -1; F: -1; G: 0.6; H: -1.9; I: 7; J: 25
O=C(O)C1Cc2ccccc2CN1C(=O)COc1ccc(Cl)cc1Cl (centres undefined)
  A: -1; B: 1; C: 4; D: ·; E: 0; F: -4; G: i; H: 1.7; I: -1; J: 8
O=C(/C=C\Nc1ccc2c(c1)OCO2)c1ccccn1
  A: 27; B: 4; C: 6; D: -2.5; E: -10; F: -31; G: i; H: 0.1; I: 6; J: 44
CC(C)(CC(=O)O)Cc1nc(-c2ccc(Cl)cc2)no1
  A: 0; B: 2; C: 7; D: -0.6; E: -21; F: 6; G: -0.1; H: 3.4; I: -1; J: 5
CCCn1c(SCC(=O)N2CCCC(C)C2)nnc1-c1cccnc1 (centres undefined)
  A: 2; B: -2; C: -2; D: ·; E: -1; F: -2; G: i; H: -1.3; I: 0; J: 25
COc1ccc(S(=O)(=O)N(C)c2ccc(C(=O)N3CCCCC3)cc2)cc1
  A: 2; B: -6; C: 3; D: 0.0; E: -8; F: 4; G: 0.0; H: 1.2; I: 3; J: 14
COc1ccccc1CC(=O)N1CCCc2ccccc21
  A: -13; B: -1; C: -3; D: 0.2; E: -9; F: 3; G: ·; H: -0.3; I: 4; J: 35
COc1cccc(NC(=S)NN=C2CCC(C(C)(C)C)CC2)c1 (centres undefined)
  A: 5; B: 21; C: 6; D: -1.7; E: 11; F: 10; G: -0.2; H: 1.8; I: 1; J: 28
CC1=CC(C)C(=O)N(C)C(C)=C1 (centres undefined)
  A: 1; B: ·; C: ·; D: 0.4; E: ·; F: 5; G: -1.1; H: ·; I: 0; J: ·
COc1cc(CNCC(C)C)cc(Br)c1OCC(=O)Nc1ccccc1
  A: 3; B: 8; C: 3; D: 1.0; E: 14; F: -7; G: ·; H: -0.3; I: 3; J: 16
